GLP1R cytotox: qHTS of GLP-1 Receptor Inverse Agonists: Cytotox Screen; HEK293 cAMP-luciferase reporter cells, luminescence, 24 h; Potency, µM (titrated, usually from 38.3 µM), inactives show top-dose activity change, negative = inhibition, most hits filed as inhibitors; 410,000 compounds, 0.13% hits;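 further: loss of luciferase light is scored as toxicity; potency means the concentration at half of the fitted maximal effect; on the % scale 0 is the no-effect control and ±100 the full control effect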
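Step one: seed cells (200 cells/uL, DMEM with 10% Nu serum, 1% pen-strep). Step two: 12-hour incubation at 37 deg C. Step three: pin 23 nL compound, incubate 24 hr. Step four: add luciferase reagent, read luminescence 12 min later.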
KB-V1 MDR tox: qHTS assay for MDR1-selective chemotherapeutics: Primary screen using the drug-selected MDR subline cells KB-V1; KB-V1 MDR cells viability, CellTiter-Glo, 72 h; Potency, µM (series often up to 46.1 µM), for the others: at the top dose activity change, negative = cytotoxicity, most hits filed as cytotoxic; 400,000 compounds, 3.4% hits; AID 1347076, 2019; further: potency means the concentration at half of the fitted maximal effect; on the % scale 0 is the no-effect control and ±100 the full control effect; nearly all actives have a fitted effect of over 60% in size
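Readout: CellTiter-Glo luminescence, 10 min after addition. Cells: KB-V1 MDR subline, 72 h at 37 degrees C with compound. Analysis: corrected, normalized data fitted to concentration-effect curves.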
TDP43 rescue: qHTS of TDP-43 Inhibitors. TDP-43 expressing yeast growth rescue, BacTiter-Glo, 24 h. Potency, µM (doses to about 46.1 µM), for the others: at the highest dose growth rescue (activation), most hits filed as activators. 410,000 compounds, 1.8% hits; further: potency means the concentration at half of the fitted maximal effect; % of control where 0% means no effect; nearly all actives have a fitted effect of over 50% in size
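Galactose-induced TDP-43 yeast, OD600=0.02, compound pinned; 24 hr, 30 deg C; BacTiter-Glo luminescence for growth. Inhibitors of TDP-43 toxicity read as activators.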
PTHR1 ag: qHTS for PTHR1 Agonists: Primary Screen | Parathyroid hormone/parathyroid hormone-related peptide receptor (Homo sapiens), Q03431 | HEK293 GP2 PTHR1 cells, GloSensor cAMP luminescence, 1 h | Potency, µM (highest dose often 115 µM), for the others: at the highest dose activation, usual class: activators | 410,000 compounds, 0.075% hits | AID 743266, 2014; further: potency means the concentration at half of the fitted maximal effect; nearly all actives have a fitted effect of over 55% in size; some results filed as inactive show a strong effect at the top dose; inactives centre near -15; many of its hits are not listed in these tables
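HEK-293-derived GP2 cells expressing PTHR1 and a GloSensor cAMP reporter, 3,000/well, plated overnight, given luciferin plus IBMX (each 0.5 mM as added) for 1 h at 37 °C, then compound for 1 h at 37 °C. Luminescence was read after 15 min at room temperature.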
aSyn rescue: qHTS of alpha-syn Inhibitors | Yeast expressing alpha-synuclein, growth rescue, BacTiter-Glo, 24 h | Potency, µM (highest dose often 46.1 µM), inactives show at the highest dose growth rescue (activation), hits mostly activators | 370,000 compounds, 0.14% hits; further: potency means the concentration at half of the fitted maximal effect; % of control where 0% means no effect; nearly all actives have a fitted effect of over 65% in size
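Galactose-induced alpha-syn yeast (OD600=0.02, raffinose-pregrown) + pinned cpd, 24 hr, 30 deg C; growth by BacTiter-Glo luminescence. Growth restoration scores as activation.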
GLP1R inv ag: qHTS of GLP-1 Receptor Inverse Agonists (Inhibition Mode); Glucagon-like peptide 1 receptor (Homo sapiens), P43220; HEK293 GLP-1R CRE-luciferase, luminescence, 24 h; GLP-1R form is constitutively active; Potency, µM (series often up to 38.3 µM), without a hit: top-dose activity change, negative = inhibition, most hits filed as inhibitors; 410,000 compounds, 1.6% hits; further: potency means the concentration at half of the fitted maximal effect; on the % scale 0 is the no-effect control and ±100 the full control effect; nearly all actives have a fitted effect of over 55% in size
Target sequence (P43220 whole entry, looked up): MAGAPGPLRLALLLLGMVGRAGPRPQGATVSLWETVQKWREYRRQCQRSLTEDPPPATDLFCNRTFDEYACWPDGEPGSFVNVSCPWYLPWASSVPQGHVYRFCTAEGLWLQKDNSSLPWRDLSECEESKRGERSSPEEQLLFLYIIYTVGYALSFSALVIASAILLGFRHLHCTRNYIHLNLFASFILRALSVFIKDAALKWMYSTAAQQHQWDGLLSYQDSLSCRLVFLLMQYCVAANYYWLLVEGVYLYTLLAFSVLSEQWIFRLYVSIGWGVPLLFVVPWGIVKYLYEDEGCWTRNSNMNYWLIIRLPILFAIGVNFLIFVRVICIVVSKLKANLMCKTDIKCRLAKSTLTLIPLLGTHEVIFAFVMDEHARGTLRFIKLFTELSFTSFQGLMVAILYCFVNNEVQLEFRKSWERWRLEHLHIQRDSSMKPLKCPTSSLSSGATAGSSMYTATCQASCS
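Constitutively active GLP-1R drives a cAMP-responsive luciferase in stably transfected HEK293 cells; test compounds are added after overnight (12 h) attachment and left 24 hr, and signal loss in luminescence marks inhibition.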
D3 ag: qHTS of D3 Dopamine Receptor Agonist: qHTS; D(3) dopamine receptor (Homo sapiens), P35462; D3R DiscoveRx beta-arrestin cells, luminescence, 90 min; max activation, %; 410,000 compounds, 0.58% hits; in the data active means max activation above about 30%; further: 0% is about no effect; mostly tested at two doses, the higher about 12 µM
Target sequence (P35462 whole entry, looked up): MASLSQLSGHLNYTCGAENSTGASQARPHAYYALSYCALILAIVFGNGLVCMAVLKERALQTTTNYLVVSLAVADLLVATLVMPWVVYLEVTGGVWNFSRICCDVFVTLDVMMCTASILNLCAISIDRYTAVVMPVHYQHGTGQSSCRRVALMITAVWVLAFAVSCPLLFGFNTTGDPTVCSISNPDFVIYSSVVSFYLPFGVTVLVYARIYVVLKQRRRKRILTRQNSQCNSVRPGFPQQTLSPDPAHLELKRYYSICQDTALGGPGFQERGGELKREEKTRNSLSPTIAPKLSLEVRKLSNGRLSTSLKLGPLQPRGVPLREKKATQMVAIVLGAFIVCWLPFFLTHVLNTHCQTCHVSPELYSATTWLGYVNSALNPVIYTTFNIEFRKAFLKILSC
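Agonist mode: compounds and dopamine controls were applied to plated cells for 90 min at 37 degrees C after an overnight attachment at 1500 cells/well. Luminescent read-out followed 30 - 60 minutes at room temperature with DiscoveRx detection reagent.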
GLP-1R agonist: qHTS of GLP-1 Receptor Agonists; Glucagon-like peptide 1 receptor (Homo sapiens), P43220; HEK293 GLP-1R CRE-luciferase, luminescence, 4-6 h; cells express a hypersensitive GLP-1R form; Potency, µM (doses to about 45.6 µM), without a hit: top-dose activation, hits mostly activators; 380,000 compounds, 0.007% hits; AID 624172, 2012; further: potency means the concentration at half of the fitted maximal effect; % of control where 0% means no effect
DRD3 antagonist: qHTS of D3 Dopamine Receptor Antagonist: qHTS; D(3) dopamine receptor (Homo sapiens), P35462; D3R cells, DiscoveRx beta-arrestin luminescence, antagonist mode; stronger effect = lower value; max response, negative = inhibition, %; 360,000 compounds, 2.5% hits; AID 652054, 2013; in the data active means max response below about -50%; inconclusive means no clear call, values can overlap the other calls; further: on the % scale 0 is the no-effect control and ±100 the full control effect; mostly tested at two doses, the higher about 12 µM
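Cells plated overnight at 1500 cells/well, then exposed to library compounds with dopamine controls for 90 minutes at 37 degrees C. DiscoveRx reagent added for 30–60 minutes at room temperature; luminescence read, quantitative HTS format.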
An asterisk follows results filed as active; i = inactive; ? = inconclusive; · = not tested or not shown; [ ] = another dose, or the depositor's remark. Unless noted, the call rests on the fitted dose curve; in most records, active means well fitted curve in the direction sought with a large enough effect; inconclusive means small, poorly fitted or top-dose-only effect, or another doubt; inactive means no such curve, though single readings can be large; an effect the other way counts as inactive or inconclusive.

SMILES	GLP1R cytotox	KB-V1 MDR tox	TDP43 rescue	PTHR1 ag	aSyn rescue	GLP1R inv ag	D3 ag	GLP-1R agonist	DRD3 antagonist
CCOC(=O)C1(C)CCCN(C(=O)c2ccc(OC(F)F)cc2)C1 (stereo not drawn)	5%	3%	17%	i	0%	13%	7	-1%	-8
NC(=O)c1nn(-c2ccc(Oc3ccccc3)cc2)c(=O)cc1O	3%	2%	-13%	i	1%	3%	1	1%	15
Cc1ccc(C(=O)NNC(=O)c2cc3cc4ccccc4nc3s2)cc1	-10%	?	-10%	i	2%	-12%	5	-13%	59
COC(=O)C1C2C=CC3(CN(CCc4ccccc4)C(=O)C13)O2 (stereo not drawn)	18%	4%	-14%	-5%[57.5 µM]	-2%	9%	-8	-2%	-8
CC(C)C(NC(=O)c1cccs1)C(=O)NC1=NCCS1 (stereo not drawn)	-16%	-4%	0%	-19%[57.5 µM]	9%	3%	3	-3%	22
C[C@@H]1CN([C@@H](C)CO)C(=O)c2cc(NC(=O)c3ccncc3)ccc2O[C@@H](C)CCCCO[C@@H]1CN(C)C(=O)Cc1ccccc1	6%	4%	12%	-21%	5%	4%	3	4%	2
COc1ccccc1CNS(=O)(=O)c1ccc(-n2cnnn2)c(C)c1	10%	-25%	-7%	i	0%	4%	19	3%	0
COC(=O)c1ccc(NC(=O)C2CC(=O)N(c3ccc(C)cc3)C2)cc1 (stereo not drawn)	10%	-4%	-4%	i	-4%	21%	-2	-10%	-23
CCCc1cc(=O)oc2cc(OCC(=O)NCCCN3CCOCC3)c(Cl)cc12	8%	-7%	-3%	i	-3%	?	-13	-1%	-19
Cc1ccc(N2C(=O)N(CC(=O)Nc3cc(C)cc(C)c3)C(=O)C2C)cc1 (stereo not drawn)	-9%	0%	-8%[0.397 µM]	-5%	11%	4µM*	14	23%	4
O=C(CN(C1CCCCC1)S(=O)(=O)c1ccccc1)NCC1CCCO1 (stereo not drawn)	-1%	?	0%	-5%	2%	-5%	3	0%	1
CC1=C(C(=O)N(C)C)CC(CC(=O)NCCCCc2ccccc2)C(=O)N1CCC1=CCCCC1 (stereo not drawn)	-25%	-2%	11%	-36%[inhibitor]	0%	?	1	13%	6
CC(C)CNC(=O)C(=O)NCC1CCCN1S(=O)(=O)c1cccs1 (stereo not drawn)	1%	16%	-15%	-5%	0%	-3%	2	-7%	12
O=C(CSc1nnc(NC(=O)CN2CCOCC2)s1)Nc1ccccc1	11%	4%	-10%	-2%[57.5 µM]	-4%	2%	-4	-5%	?
Cc1ccc(SCC(=O)OCC(=O)NCCCc2ccccc2)cc1	9%	?	-1%	i	-2%	12%	-7	-8%	0
C[C@@H]1C(=O)OC[C@H]1NC(=O)OCc1ccccc1	-41%	1%	8%	-21%	-6%	3%	-13	3%	6
COc1cc(OC)cc(C(=O)NNC(=O)CCc2nc3ccccc3c(=O)[nH]2)c1	-19%	-16%	14%	-2%	3%	5%	-1	-4%	2
CCOc1ccc(C(=O)N[C@H](C(=O)NC2CCCCC2)C(C)C)cc1	1%	6%	9%	i	-1%	-1%	-3	-3%	9
C/C(=N\Nc1nc2ccccc2c(=O)n1O)c1ccco1	-7%	15µM*	-26%	-11%	0%	-25%	9	4%	5
CS(=O)(=O)N1CCC(C(=O)Nc2c(F)cccc2F)CC1	-1%	9%	-18%	-52%[inhibitor][57.5 µM]	0%	-12%	-2	0%	-15
CCOC(=O)c1nnc2cc(-c3ccccc3)nn2c1C	5%	?	29%	-11%	-1%	12%	8	16%	-74*
CN1CCN(c2ccc(S(=O)(=O)N3CCCCC3)cc2NC(=O)/C=C/c2ccc(OC(F)F)cc2)CC1	?	?	12%	-14%	-8%	?	-32	0%	?
CC(C)(C)S(=O)(=O)c1cnc2c(-c3ccc(Cl)cc3)cnn2c1N	-12%	-5%	-1%	-17%[57.5 µM]	0%	0%	-2	-15%	17
O=C(COc1ccc(Cl)cc1)NCCC1=CCCCC1	6%	-4%	?	i	12%	?	-10	7%	-11
Cc1ccc(C)c(N2CCN(S(=O)(=O)c3ccc4c(c3)CC(C)N4C(=O)C3CC3)CC2)c1 (stereo not drawn)	-10%	-12%	1%	-13%	5%	7%	-3	-2%	-2
More entries follow.
SMILES	GLP1R cytotox	KB-V1 MDR tox	TDP43 rescue	PTHR1 ag	aSyn rescue	GLP1R inv ag	D3 ag	GLP-1R agonist	DRD3 antagonist
Cc1ccc(Cl)cc1NC(=O)c1ccc(Cn2cc(Cl)cn2)cc1	-14%	-17%	4%	-18%	4%	?	0	3%	12
COc1cccc(NC(=O)CN(C)C(=O)c2ccc(NC3CC3)c([N+](=O)[O-])c2)c1	?	7.3µM*	5%	i	-6%	-8%	-7	4%	-8
O=C(CCN1C(=O)/C(=C/c2ccco2)SC1=S)Nc1ccc(O)cc1C(=O)O	-5%	2%	-30%	-7%	1%	9%	-22	-3%	?
CCOC(=O)CSc1cc(C(F)(F)F)nc(-c2ccccn2)n1	-2%	-3%	17%	-3%[57.5 µM]	4%	39%[activator]	1	6%	-5
CCOc1ccc(N2CC(C(=O)NCc3ccc4c(c3)OCO4)CC2=O)cc1 (stereo not drawn)	-6%	1%	2%	-1%	1%	-1%	1	12%	-5
CCOC(=O)c1sc(NC(=O)c2cc3n(n2)C(C(F)(F)F)CC(c2cccs2)N3)c(C(=O)OCC)c1C (stereo not drawn)	7%	-16%	6%	i	-3%	-12%	-3	15%	0
Cc1cc2ccccc2c(=O)n1CC(=O)NCC(=O)N1CCN(c2cccc(Cl)c2)CC1	-3%	?	2%	-55%[inhibitor][57.5 µM]	-3%	7%	-5	-11%	-21
COc1ccc(NC(=O)c2nnn(Cc3cccc(F)c3)c2N)c(OC)c1	1%	13%	2%	i	0%	?	1	-4%	7
O=C(COC(=O)c1cc(Cl)nc(Cl)c1)Nc1ccc(Cl)c(S(=O)(=O)N2CCOCC2)c1	3%	13%	-3%	i	1%	6%	-2	7%	14
COc1ccc(N2CCN(CCC(N)=O)CC2)cc1	-8%	1%	17%	i	0%	3%	2	-10%	-24
CC(C)NC(=O)C1C(c2ccc(C(F)(F)F)cc2)=Nc2ccccc2N1C(=O)c1cccc(C(F)(F)F)c1 (stereo not drawn)	3%	-14%	22%	-12%	0%	?	7	·	17
Cc1ccc(N2C(=O)N(CC(=O)Nc3cccc([N+](=O)[O-])c3C)C(=O)C2C)cc1 (stereo not drawn)	-5%	-5%	0%	-18%	0%	?	12	10%	-23
Oc1ccccc1CC=NC1CCCCC1	-5%	0%	-17%	-3%	-1%	11%	-13	-1%	-17
O=C(Nc1cc(=O)[nH]c(=O)[nH]1)c1cccc(C(F)(F)F)c1	-5%	28%	13%	-19%	-5%	-15%	2	-1%	10
Cc1ccc(NC(=O)C2CC(=O)N(CCc3ccccc3)C2)cc1Cl (stereo not drawn)	-36%	7%	13%	-2%	0%	?	-15	-1%	-1
C/C(CCc1ccccc1)=N\NC(=O)CC(=O)NCCc1ccccc1	-12%	-1%	0%	i	5%	3%	-1	-6%	4
O=C(NC1CCCCC1)C(c1ccnc2ccccc12)N1CCc2ccccc2C1 (stereo not drawn)	-5%	13%	9%	-9%	10%	3%	-8	2%	-25
COc1cc(OC)cc(C(=O)N[C@H](C(=O)Nc2nc(-c3ccc(OC)c(OC)c3)cs2)C(C)C)c1	-6%	?	11%	-32%[inhibitor]	0%	?	-11	12%	25
COc1cc2c(cc1NC(C)=O)CCCC2	11%	0%	-19%	i	5%	8%	0	3%	-12
Cc1cc(C)nc(NC(=O)c2ccc(C)o2)n1	-10%	?	7%	-4%	-14%	12%	0	-3%	-3
O=S(=O)(Nc1n[nH]c(C(F)(F)F)n1)c1ccccc1	-10%	16%	-5%	-20%	-1%	1%	-9	5%	-2
NC(=O)CC(NSc1ccccc1[N+](=O)[O-])C(=O)O (stereo not drawn)	2%	0%	28%	i	-22%	-6%	-23	-5%	2
CC(=O)c1cccc(N(C(=O)CNC(=O)c2ccco2)C(C(=O)NC2CCCC2)c2ccco2)c1 (stereo not drawn)	-5%	4%	2%	-17%	-1%	3%	14	2%	5
CC(C)(C)c1ccc(OCC(=O)N(Cc2ccco2)Cc2ccccc2F)cc1	6%	·	-8%	i	·	?	-16	·	·
Cc1ccc(OCCC(=O)OCC(=O)Nc2ccc3c(c2)OCO3)cc1	-11%	-25%	-9%	i	1%	-6%	0	3%	16
CC1(C)C(=O)C2(CCCCC2)C(=O)OC1c1ccc(O)cc1 (stereo not drawn)	-16%	-1%	2%	i	-2%	?	-11	8%	-14
O=C(Oc1ccccc1N1C(=O)CCC1=O)c1ccco1	9%	25%	10%	i	-4%	28%	8	2%	9
CCN(CC)S(=O)(=O)c1cccc(NC(=O)COC(=O)c2[nH]c(C)c(C(C)=O)c2C)c1	-18%	-2%	10%	-5%	-2%	8%	3	0%	68
COC(=O)c1ccc(NC(=O)c2cc3cc4ccc(OC)c(Cl)c4nc3s2)cc1	-2%	14%	0%	-32%[inhibitor]	·	6%	-9	·	·

A section taken from the entries so far, as a working copy:
SMILES	GLP1R cytotox	KB-V1 MDR tox	TDP43 rescue	PTHR1 ag	aSyn rescue	GLP1R inv ag	D3 ag	GLP-1R agonist	DRD3 antagonist
Cc1ccc(Cl)cc1NC(=O)c1ccc(Cn2cc(Cl)cn2)cc1	-14%	-17%	4%	-18%	4%	?	0	3%	12
COc1cccc(NC(=O)CN(C)C(=O)c2ccc(NC3CC3)c([N+](=O)[O-])c2)c1	?	7.3µM*	5%	i	-6%	-8%	-7	4%	-8

High-throughput results (PubChem)

Not all compounds are listed, so the mix of outcomes need not match the whole.
